Source: PubChem
PKM2 activator = qHTS Assay for Activators of Human Muscle isoform 2 Pyruvate Kinase | purified PKM2, Kinase-Glo ATP luminescence, activation; response scale: 0% is enzyme alone, no compound | Potency, µM (top dose mostly 57.5 µM), inactives show at the highest dose activation, actives largely listed as activators | actives 0.34% (n = 260,000); also: potency is read from the fitted curve at half-maximal effect; nearly all actives have a fitted effect of over 55% in size
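hPK-M2, >95% pure; 0.1 mM ADP / 0.5 mM PEP final; imidazole pH7.2 buffer w/ 7 mM MgCl2, 50 mM KCl; 1 h RT; Kinase-Glo lum. Intermediate enzyme activity for dual inhibitor/activator qHTS.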
KCNH2 3.1 inh = qHTS for Inhibitors of KCHN2 3.1: Mutant qHTS | Potassium voltage-gated channel subfamily H member 2, brain isoform KCNH2 3.1 (human) | U2OS KCNH2 3.1, thallium flux FluxOr; hits give low values | activity change, % (tested at about 1.8 µM) | actives 0.95% (n = 340,000);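 active = maximum activity change below -70%; inconclusive = maximum activity change from -70% to -50%; inactive = maximum activity change above -50%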;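 also: thallium influx rate constant from kinetic fluorescence after stimulation buffer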
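Thallium flux read-out: FluxOr dye with Red40 quencher in HBSS/HEPES, 45 min at RT. Rate constants from kinetic reads were normalized to positive and negative DMSO controls. Cells: U2OS virally expressing the 3.1 isoform.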
FBPA coupling cs = qHTS Assay for Inhibitors of Fructose-1,6-bisphosphate Aldolase from Giardia Lamblia: Coupling assay counterscreen; coupling enzyme system counterscreen, AmpLite Red fluorescence; activity change, negative = inhibition, % at 58.2 µM, hits read low; actives 0.67% (n = 290,000); in the data active = activity change below about -30%
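Coupling enzymes only (glyceraldehyde-3-phosphate) + compound, at 57.5 uM final, 10 min RT; add substrate/coupling/AmpLite Red mix, 20 min RT; fluorescence ex 525/em 598 nm. Actives flag coupling-system interference.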
GALK inhibitor = qHTS Assay for Inhibitors of Human Galactokinase (GALK); Potency, µM (highest dose often 57.5 µM), inactives show top-dose activity change, negative = inhibition, most hits filed as inhibitors; AID 1868, 2009; P51570; Purified GALK, Kinase-Glo residual ATP luminescence; actives 0.007% (n = 270,000); also: potency is read from the fitted curve at half-maximal effect
Target sequence (P51570 whole entry, looked up): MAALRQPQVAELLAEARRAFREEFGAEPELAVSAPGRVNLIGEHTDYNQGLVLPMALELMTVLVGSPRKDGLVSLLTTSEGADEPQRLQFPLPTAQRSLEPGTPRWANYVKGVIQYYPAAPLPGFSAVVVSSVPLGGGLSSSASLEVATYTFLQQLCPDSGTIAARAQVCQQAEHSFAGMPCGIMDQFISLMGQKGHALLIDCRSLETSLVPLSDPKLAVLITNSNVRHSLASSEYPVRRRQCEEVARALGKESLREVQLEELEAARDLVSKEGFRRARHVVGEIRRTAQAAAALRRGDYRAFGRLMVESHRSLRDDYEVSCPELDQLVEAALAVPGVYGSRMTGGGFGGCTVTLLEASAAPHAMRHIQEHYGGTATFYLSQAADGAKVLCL
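Human GALK (5 nM) with 35 uM ATP and 100 uM galactose in 20 mM HEPES pH 8.0, 5 mM MgCl2, 60 mM NaCl, 1 mM DTT, 0.01% BSA. After 1 h at room temperature, leftover ATP was read by Kinase-Glo Plus luminescence.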
Giardia kill = Small Molecules that selectively kill Giardia lamblia: qHTS; Giardia lamblia trophozoite viability; activity change, % at 7.66 µM, hits read low; actives 0.15% (n = 340,000); in the data active = activity change below about -80%; inconclusive = between about -30% and that limit;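 also: parasites exposed to compound for two days anaerobically before the ATP read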
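Trophozoites 100 cells/well + cpd; 48 hrs, 37 deg C, anaerobic. ATPLite 1-Step added, 15-30 min RT, luminescence read (ATP-based viability).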
B2AR arrestin = qHTS assay of beta-arrestin-biased ligands of beta2-adrenergic receptor; Beta-2 adrenergic receptor (Homo sapiens), P07550; beta-arrestin recruitment to beta2AR, cell-based reporter; Potency, µM (doses to about 46.1 µM), without a hit: top-dose activation, hits mostly activators; actives 0.02% (n = 330,000); AID 492947, 2010;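 also: potency is read from the fitted curve at half-maximal effect; 0% = DMSO controls and full agonism = EC100 isoproterenol or metaproterenol; nearly all actives have a fitted effect of over 65% in size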
Target sequence (P07550 whole entry, looked up): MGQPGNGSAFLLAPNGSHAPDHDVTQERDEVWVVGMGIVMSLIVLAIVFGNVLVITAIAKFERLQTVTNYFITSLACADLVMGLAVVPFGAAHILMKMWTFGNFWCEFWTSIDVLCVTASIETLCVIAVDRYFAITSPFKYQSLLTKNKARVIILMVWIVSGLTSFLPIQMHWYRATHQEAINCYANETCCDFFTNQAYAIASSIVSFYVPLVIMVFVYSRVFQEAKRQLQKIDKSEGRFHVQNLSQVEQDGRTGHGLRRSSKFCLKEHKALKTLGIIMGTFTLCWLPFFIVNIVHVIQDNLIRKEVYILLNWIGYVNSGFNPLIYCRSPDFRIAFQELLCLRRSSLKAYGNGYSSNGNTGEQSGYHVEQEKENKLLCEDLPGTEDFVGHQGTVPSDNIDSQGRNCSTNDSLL
Eya2 phos inh = qHTS Assay for Inhibitors of the Phosphatase Activity of Eya2. Protein phosphatase EYA2 (Homo sapiens), O00167. recombinant Eya2, OMFP fluorescence dephosphorylation (OMFP is methylfluorescein phosphate). Potency, µM (highest dose often 76.9 µM), without a hit: at the top dose activity, negative = inhibition, usual class: inhibitors. actives 0.006% (n = 330,000); also: potency is read from the fitted curve at half-maximal effect
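Eya2 protein (added as 0.2 uM solution) was preincubated with compound for 10 min at ambient temperature in 50 mM HEPES pH 7.5, 50 mM NaCl, 5 uM MgCl2, 0.05% BSA, 1 mM DTT. OMFP (added at 50 uM) then reacted 10 min; fluorescence read at 485/525 nm.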
hERG WT inh = qHTS for Inhibitors of KCHN2 3.1: Wildtype qHTS | actives 0.37% (n = 340,000) | activity change, % at 1.84 µM | Voltage-gated inwardly rectifying potassium channel KCNH2 (Homo sapiens), Q12809 | U2OS, BacMam KCNH2, thallium flux FluxOr; hits give low values;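 active = maximum activity change below -70%; inconclusive = maximum activity change between -70% and -50%; inactive = maximum activity change above -50%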
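U2OS cells transduced with wild-type KCNH2 virus are loaded with FluxOr dye for 45 min, and thallium flux is measured in kinetic reads before and after stimulation buffer. Rate constants are normalized to DMSO controls.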
uPA surface inh = qHTS for Inhibitors of Cell Surface uPA Generation; Potency, µM (highest dose often 38.3 µM), for inactives: top-dose activity change, negative = inhibition, hits mostly inhibitors; cell surface uPA generation assay, qHTS; actives 0.31% (n = 330,000); AID 540303, 2011; active = well fitted inhibition curve with a large enough effect; inconclusive = small, poorly fitted or top-dose-only effect; inactive = no such curve, though single readings can be large or run the other way; tested in mouse RAW 264.7 cells; also: potency is read from the fitted curve at half-maximal effect; nearly all actives have a fitted effect of over 55% in size
USP2a block = qHTS Assay for Inhibitors of Ubiquitin-specific Protease USP2a Using CHOP2 as the Reporter. Ubiquitin carboxyl-terminal hydrolase 2 (Homo sapiens), O75604. USP2 core, Ub-CHOP2 coupled fluorogenic reporter, 485/531. Potency, µM (top dose mostly 38.3 µM), without a hit: at the highest dose activity change, negative = inhibition, actives largely listed as inhibitors. actives 0.01% (n = 330,000);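 also: potency is read from the fitted curve at half-maximal effect; plate controls were DMSO wells for no effect and full inhibition by NEM control for full effect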
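Cell-free coupled assay: 10nM USP2 core preincubated 30min RT with compound in Tris-HCl pH 8.0/CaCl2/CHAPS buffer, then 25nM Ub-CHOP2 and 25nM reporter substrate; fluorescence (Ex 485/Em 531) read after 60min RT, normalized to NEM inhibition, concentration-response curves fitted.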
Chronic BCR inh = qHTS Assay to Find Inhibitors of Chronic Active B-Cell Receptor Signaling. ABC-DLBCL IkBa-CBG/CBR reporter, luminescence ratio, 4 h. Potency, µM (top dose mostly 46.1 µM), inactives show at the top dose ratio change, negative = lower green/red ratio, actives largely listed as inhibitors. actives 0.05% (n = 340,000). AID 493014, 2011; active = well fitted inhibition curve with a large enough effect in the signal ratio, with a control signal flat, not every such curve was filed as active; inconclusive = small, poorly fitted or top-dose-only effect, or effect the other way, or a change in a side signal; the % refers to the signal ratio;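 also: potency is read from the fitted curve at half-maximal effect; plate controls were basal doxycycline-induced cells for no effect and cells given 10 µM MG132 for full effect; MG132 reads +100%, hits lower the ratio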
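Cell line TMD8 (human ABC DLBCL), stably expressing tet-inducible CBG68-IkBa fusion and CBR; IMDM/0.5% FBS; cpd up to 46 uM; dox induction, 4 h, 37C/5% CO2; dual luminescence; green/red ratio; MG132 control.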
* marks the source's active call; other numbers are inactive results; ? = inconclusive; . = no result given; [ ] = another dose, or the depositor's remark. Unless noted, calls follow the shape of the dose curve; as a rule, active = well fitted curve in the direction sought with a large enough effect; inconclusive = small, poorly fitted or top-dose-only effect, or another doubt; inactive = no such curve, though single readings can be large; an effect the other way counts as inactive or inconclusive. Unless noted, % is scaled to controls: 0 for no effect and ±100 for the full control effect.

smiles	PKM2 activator	KCNH2 3.1 inh	FBPA coupling cs	GALK inhibitor	Giardia kill	B2AR arrestin	Eya2 phos inh	hERG WT inh	uPA surface inh	USP2a block	Chronic BCR inh
COc1cccc(CN2C(=O)C(C)Oc3ccccc32)c1 (configuration not stated)	.	3	-3	0%	4	2.2%	-6%	0	2%	1%	-15%
CC(C)(C)NC(=O)NC(=O)COC(=O)COc1ccc2c(c1)CCC2	-6%	-6	-4	-2%	3	0.4%	4%	-7	6%	3%	-1%
COc1cc(CC(=O)OCC(=O)Nc2sccc2C(N)=O)cc(OC)c1OC	3%	-15	-2	11%	-20	-0.9%	-5%	-6	-9%	-2%	-13%
CCn1cc(C(=O)N[C@H](C(=O)NCCCn2ccnc2)C(C)C)c(=O)c2cc3c(cc21)OCO3	.	1	2	1%	4	0.3%	3%	-5	0%	4%	6%
Cc1cccc(/C=N/n2c(-c3ccncc3)n[nH]c2=S)c1	-30%	-70*	7	2%	32[activator]	1.8%	-5%	-3	16%	1%	4%
O=C(NCc1ccccc1)c1ccccc1CO	-22%	15	3	.	5	-0.8%	1%	1	-1%	2%	1%
CCc1ccc2[nH]c(=O)c(CN(Cc3ccccc3)Cc3nnnn3Cc3ccco3)cc2c1	7%	-7	-1	2%	17	-0.4%	5%	-7	-7%	-11%	?
O=C(CC(c1ccccc1)c1ccccc1)NCc1cccnc1	-6%	6	-1	-1%	?	0.1%	3%	1	-4%	5%	-2%
COc1cccc(/C=N/NC(=O)c2[nH]nc3c2CCc2ccccc2-3)c1	0%	6	1	7%	1	0.3%	-4%	20	-3%	0%	18µM*
CC(=O)Oc1ccc(C(=O)Nc2nnc(C)s2)cc1	-8%	2	-2	5%	7	0.3%	-1%	-3	-1%	0%	0%
CCOc1cc(-c2nc(-c3ccc(C)nc3OC)no2)cc(OCC)c1OCC	-10%	10	7	0%	11	0.1%	-2%	-4	2%	-6%	-2%
CCOC(=O)c1sc(NNC(=O)c2ccc(F)cc2)nc1C	-2%	2	0	3%	24	-0.2%	-1%	0	-5%	-1%	?
NC(=O)[C@@H]1CCOc2c(I)cc([N+](=O)[O-])cc2C(=O)N[C@@H](CO)C(=O)NCC(=O)N1	1%	3	7	.	14	-1.2%	10%	-5	22%	1%	1%
COc1ccc(C(=O)Nc2cccc(C)c2)cc1	-24%	-15	-8	12%	-14	0.5%	5%	4	-3%	2%	?
CCCOc1ccc(C(=O)Nc2ccc(S(=O)(=O)Nc3onc(C)c3C)cc2)cc1	11%	23	0	-1%	-17	0.0%	18%	-6	-3%	1%	?
C/C(=N\Nc1cc(N2CCOCC2)ncn1)c1cccc([N+](=O)[O-])c1	-3%	7	-4	4%	-21	0.1%	9%	1	-14%	1%	-1%
Cc1cc(NC(=O)Nc2ccc(OCc3ccccc3)cc2)n(C)n1	.	8	2	1%	-8	0.2%	12%	-5	7%	2%	-4%
COCCN(CCOC)S(=O)(=O)c1ccc(C(=O)Nc2nnc(CSC)o2)cc1	0%	-5	6	4%	-5	0.0%	-2%	-10	-1%	-2%	1%
CCc1ccc2[nH]c(=O)c(CN(CCN(CC)CC)C(=S)NCc3ccco3)cc2c1	16%	-33	1	3%	-8	2.1%	-20%	26	?	0%	?
Oc1oc(-c2ccco2)nc1C=Nc1ccccc1	-12%	-1	-3	-1%	8	0.1%	5%	-10	-10%	1%	?
C/C(=N/NC(=O)NC12CC3CC(CC(C3)C1)C2)c1ccccc1	.	-31	-2	-3%	-15	0.6%	-11%	4	-4%	0%	2%
Cc1ccc(NCCC(=O)c2cccs2)cc1	10%	2	2	3%	3	0.2%	-2%	1	?	1%	0%
O=C(CN1C(=O)CCSc2ccc(S(=O)(=O)N3CCCC3)cc21)Nc1ccccc1Cl	13%[0.46 µM]	-13	3	-1%	-24	0.1%	-6%	-2	4%	-1%	4%
CCCCN(CC)Cc1ccc(CNC(=S)Nc2ccc(C)cc2Cl)o1	-2%	8	-3	3%	-10	-0.4%	4%	33	0%	1%	7%
Cc1oc(C(=O)O)cc1COc1ccc2c3c(c(=O)oc2c1C)CCC3	-9%	-1	12	0%	-8	0.1%	28%	-8	-3%	-2%	?
Cc1cccc(NC(=O)c2sc(NC(=O)COc3ccccc3)c(C#N)c2C)c1C	2%	-4	2	0%	-12	0.2%	4%	-11	3%	5%	0%
CC1C(C#N)=C(N)OC2=C1C(=O)CC(c1ccccc1)C2 (configuration not stated)	-1%	-20	1	5%	6	0.5%	-3%	-3	3%	-1%	2%
O=C(COc1ccccc1O)NNc1ccccc1	0%	-9	2	0%	-6	-0.9%	-2%	0	9%	2%	?
Cn1c(=O)n(C)c2cc(/C=N/NC(=O)c3ccncc3)ccc21	-7%	.	0	-3%	.	-1.1%	-2%	.	.	0%	-4%
CC1CC(=O)Nc2ccccc2N1C(=O)COc1ccc2cc(Br)ccc2c1 (configuration not stated)	.	9	.	.	6	-0.3%	16%	3	-6%	-2%	-1%
CC(=O)Nc1cc(-c2nn3c(C)nnc3s2)ccc1C	2%	-1	0	-1%	14	-0.7%	5%	-1	11%	1%	0%
CCOC(=O)C1(Cc2cccc(OC)c2)CCN(Cc2cnc(N)nc2)CC1	-1%	-12	0	3%	11	0.0%	19%	3	2%	2%	-5%
Cc1cc(C)c(S(=O)(=O)c2cccc(Br)c2C)c(=O)[nH]1	.	-8	-3	.	0	-0.2%	6%	-10	-1%	-1%	-9%
O=C(NCc1ccc(F)cc1)C1CCCN(C(=O)Nc2ccccc2)C1 (configuration not stated)	-5%	-24	1	4%	1	-0.3%	-9%	-3	5%	0%	2%
CC(C)(CN1CCc2ccccc2C1)NS(=O)(=O)c1ccccc1	2%	-17	-1	-5%	9	-0.3%	0%	-25	3%	2%	0%
O=C(Nc1cc(Cl)ccc1F)C1=COCCO1	.	4	.	.	-19	0.0%	8%	-2	2%	1%	-25%
Cc1nn(CC(=O)NCCc2ccccc2)c(=O)c2cc3occc3n12	.	2	.	1%	14	-0.1%	3%	-11	3%	2%	1%
O=C(CN(C(=O)CCC(=O)Nc1nccs1)c1ccccc1F)NCc1ccccc1	7%	0	0	-3%	21	0.2%	-17%	5	1%	1%	?
O=C(CN(CCc1ccccc1)S(=O)(=O)c1ccc(Cl)cc1)N/N=C/c1ccc2c(c1)OCO2	7%	?	6	-1%	4	-0.1%	-2%	-1	1%	-2%	-2%
CCCCCCNC(=O)Cc1c(O)c2ccccc2[nH]c1=O	-17%	7	-2	1%	3	0.0%	-21%	-6	2%	1%	2%
COC(=O)c1ccc(C(c2c(C)n(C)n(-c3ccccc3)c2=O)c2c(C)n(C)n(-c3ccccc3)c2=O)cc1	-1%	-6	2	-3%	-26	-0.5%	5%	-1	-27%	0%	-1%
CSc1ncc(CN2CCc3c([nH]c4ccccc34)C2c2cccc(C)n2)cn1 (configuration not stated)	-2%	-8	4	4%	4	-0.5%	14%	1	-4%	-1%	2%
CCOc1ccccc1C1C(C#N)=C(N)Oc2cc(C)n(C)c(=O)c21 (configuration not stated)	6%	3	-4	0%	-4	0.0%	-5%	0	.	2%	0%
COc1ccc2c(c1)NC(c1ccc(N(C)C)cc1)c1cccn1-2 (configuration not stated)	?	-1	-15	-2%	3	-0.9%	8%	1	2%	1%	-7%
Cc1cc(C)n(-c2nc(NCC(C)O)c3c4c(sc3n2)CCCC4)n1 (configuration not stated)	-7%	-18	-3	2%	-13	0.4%	24%[15.4 µM]	0	-1%	3%	-1%
COc1ccc(CNC(=O)COC(=O)CCCOc2ccc(Cl)cc2Cl)cc1	-1%	0	1	0%	-25	-0.8%	-8%	2	5%	-6%	20%
COc1ccc(Br)cc1CN(C)CC(O)COc1ccc(Br)cc1 (configuration not stated)	.	-75*	2	4%	-9	-0.3%	2%	-18	-3%	-1%	-21%
